# Coupling enz = counter-screen for Giardia aldolase inhibitors: coupling enzyme system | coupling enzyme system counterscreen, AmpLite Red fluorescence | activity change, negative = inhibition, % at 58.2 µM, hits read low | actives 0.67% (n = 290,000) | AID 2472; in the data active means activity change below about -30%; further: on the % scale 0 is the no-effect control and ±100 the full control effect
#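 Counterscreen of the coupled detection system alone, without aldolase: glyceraldehyde-3-phosphate coupling enzymes plus AmpLite Red readout. Compounds at 57.5 uM final, 10 min RT preincubation, 20 min RT reaction, fluorescence 525/598 nm.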
# KCNH2 3.1 inh = KCNH2 3.1 (human) potassium channel inhibition | U2OS KCNH2 3.1, thallium flux FluxOr; hits give low values | activity change, % (tested at about 1.8 µM) | actives 0.95% (n = 340,000);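 active means maximum activity change below -70%; inconclusive means maximum activity change from -70% to -50%; inactive means maximum activity change above -50%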;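 further: thallium influx rate constant from kinetic fluorescence after stimulation buffer; on the % scale 0 is the no-effect control and ±100 the full control effect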
#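 Thallium flux read-out: FluxOr dye with Red40 quencher in HBSS/HEPES, 45 min at RT. Rate constants from kinetic reads were normalized to positive and negative DMSO controls. Cells: U2OS virally expressing the 3.1 isoform.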
# Menin MLL FP TR = displaces Texas Red mutant MLL peptide from human menin | AID 1768 | O00255 | Potency, µM (series often up to 61.6 µM), inactives show top-dose FP activity change, negative = inhibition, most hits filed as inhibitors | actives 0.23% (n = 270,000) | Menin + Texas Red MLL mutant peptide, fluorescence polarization; active means well fitted inhibition curve with a large enough effect in the polarisation, with a control signal flat, not every such curve was filed as active; inconclusive means small, poorly fitted or top-dose-only effect, or effect the other way, or a change in a side signal; inactive means no such curve, though single readings can be large or run the other way; the % refers to the polarisation; further: potency means the concentration at half of the fitted maximal effect; % of control where 0% means no effect; many of its hits are not listed in these tables
# GALK inhibitor = inhibitors of human galactokinase. P51570. Purified GALK, Kinase-Glo residual ATP luminescence. Potency, µM (top dose mostly 57.5 µM), for the others: at the top dose activity change, negative = inhibition, most hits filed as inhibitors. actives 0.007% (n = 270,000); further: potency means the concentration at half of the fitted maximal effect; on the % scale 0 is the no-effect control and ±100 the full control effect
#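 ATP-depletion format; final 35 uM ATP, 100 uM D-galactose, 5 nM enzyme; pH 8.0 HEPES/Mg2+ buffer; 60 min RT; luminescence read 10 min after detection reagent.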
# USP2a inh = blocks human ubiquitin-specific protease USP2a | USP2 core, Ub-CHOP2 coupled fluorogenic reporter, 485/531 | actives 0.01% (n = 330,000) | Potency, µM (doses to about 38.3 µM), without a hit: at the highest dose activity change, negative = inhibition, hits mostly inhibitors;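 further: potency means the concentration at half of the fitted maximal effect; plate controls were DMSO wells for no effect and full inhibition by NEM control for full effect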
#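 Cell-free coupled assay: 10nM USP2 core preincubated 30min RT with compound in Tris-HCl pH 8.0/CaCl2/CHAPS buffer, then 25nM Ub-CHOP2 and 25nM reporter substrate; fluorescence (Ex 485/Em 531) read after 60min RT, normalized to NEM inhibition, concentration-response curves fitted.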
# Giardia killer = kills Giardia lamblia | Giardia lamblia trophozoite viability | activity change, % at 7.66 µM, hits read low | actives 0.15% (n = 340,000) | AID 540267; in the data active means activity change below about -80%; inconclusive means between about -30% and that limit;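 further: parasites exposed to compound for two days anaerobically before the ATP read; on the % scale 0 is the no-effect control and ±100 the full control effect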
#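 Luminescence from cellular ATP indicates surviving trophozoites (100 cells/well) following 48 hrs anaerobic compound treatment at 37 deg C; signal develops 15-30 min at room temperature.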
# PKM2 act = increases activity of human pyruvate kinase M2; P14618; purified PKM2, Kinase-Glo ATP luminescence, activation; response scale: 0% is enzyme alone, no compound; Potency, µM (top dose mostly 57.5 µM), for the others: top-dose activation, most hits filed as activators; actives 0.34% (n = 260,000); AID 1631; further: potency means the concentration at half of the fitted maximal effect; on the % scale 0 is the no-effect control and ±100 the full control effect; nearly all actives have a fitted effect of over 55% in size
#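 Purified hPK-M2 (>95% pure) converted ADP (0.1 mM final) to ATP with 0.5 mM PEP in 50 mM imidazole pH7.2, KCl, MgCl2, Tween 20, BSA; 1 h at room temperature. ATP detected by Kinase-Glo luminescence.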
# B2AR arrestin = beta2AR (human) beta-arrestin recruitment activity. beta-arrestin recruitment to beta2AR, cell-based reporter. Potency, µM (highest dose often 46.1 µM), for inactives: at the highest dose activation, hits mostly activators. AID 492947. P07550. actives 0.02% (n = 330,000);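 further: potency means the concentration at half of the fitted maximal effect; 0% = DMSO controls and full agonism = EC100 isoproterenol or metaproterenol; nearly all actives have a fitted effect of over 65% in size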
# MLL CXXC-DNA inh = inhibitors of human MLL CXXC domain-DNA interaction; Q03164; MLL-CXXC / FITC-HOXA9 DNA fluorescence polarization; Potency, µM (highest dose often 115 µM), for inactives: at the highest dose activity change, negative = inhibition, most hits filed as inhibitors; actives 0.037% (n = 290,000); AID 2662; active means well fitted inhibition curve with a large enough effect in the polarisation, with a control signal flat, not every such curve was filed as active; inconclusive means small, poorly fitted or top-dose-only effect, or effect the other way, or a change in a side signal; inactive means no such curve, though single readings can be large or run the other way; the % refers to the polarisation; further: potency means the concentration at half of the fitted maximal effect
#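 Fluorescence polarization: 7 uM MLL-CXXC (stock) preincubated 5 min with compounds, then 50 nM fluorescein-HOX-A9 DNA (stock) added; 30 min ambient. Buffer 50 mM Tris-HCl pH 7.5, 50 mM NaCl, 1 mM DTT, 0.05% BSA.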
# TRPV1 agonist = agonists of human vanilloid receptor 1 (TRPV1); TRPV1-expressing cells, Fluo-8 calcium influx, agonist mode; activation, % at 8.33 µM; actives 0.19% (n = 320,000); AID 540275; in the data active means activation above about 80%; inconclusive means between about 30% and that limit; further: 0% is about no effect
#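 Cells expressing TRPV1 were dye-loaded with Fluo-8 and read kinetically: 10 s baseline, 3 min after compound (agonist portion), then 2 min after EC20 capsaicin (allosteric enhancer portion). Calcium-bound dye fluorescence at 480/520 nm.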
# hERG WT inh = KCNH2 (human, wildtype) channel inhibition. Q12809. U2OS, BacMam KCNH2, thallium flux FluxOr; hits give low values. activity change, % at 1.84 µM. actives 0.37% (n = 340,000). AID 720551;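 active means maximum activity change below -70%; inconclusive means maximum activity change between -70% and -50%; inactive means maximum activity change above -50%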; further: on the % scale 0 is the no-effect control and ±100 the full control effect
#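 U2OS cells transduced with wild-type KCNH2 virus are loaded with FluxOr dye for 45 min, and thallium flux is measured in kinetic reads before and after stimulation buffer. Rate constants are normalized to DMSO controls.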
# * hit, by the source's call; ? = inconclusive; . = no result given; [ ] = remark or other dose. Unless noted, the call rests on the fitted dose curve; in most records, active means well fitted curve in the direction sought with a large enough effect; inconclusive means small, poorly fitted or top-dose-only effect, or another doubt; inactive means no such curve, though single readings can be large; an effect the other way counts as inactive or inconclusive. Only part of the results is shown, so the mix of outcomes need not match the whole.
SMILES,Coupling enz,KCNH2 3.1 inh,Menin MLL FP TR,GALK inhibitor,USP2a inh,Giardia killer,PKM2 act,B2AR arrestin,MLL CXXC-DNA inh,TRPV1 agonist,hERG WT inh
CCCCn1nc2cc(C(=O)NCC34CC5CC(CC(C5)C3)C4)ccc2c1OCC,3,-4,-29%,1%,-2%,-8,-1%,0.0%,16%,4,-10
CCCN1C2CCCC1CC(NC(=O)Nc1ccc(C(C)C)cc1)C2 (stereo not given),2,-74*,-11%,0%,4%,26,1%,0.0%,-5%,0,-10
COC(=O)C1=C(NC(=O)C(C)(C)C)CCS1,1,-5,1%,-1%,0%,-2,-10%,-0.7%,9%,-11,-18
CC(C)n1c(SCC(N)=O)nc2c1c(=O)n(C)c(=O)n2C,0,18,9%,0%,4%,5,0%,0.5%,0%,2,5
CC1CCN(CC(=O)Nc2ccccc2C(=O)NC2CC2)CC1,.,-23,.,.,1%,-2,.,0.0%,.,3,5
CCC(Sc1nnc(C)c(=O)[nH]1)C(=O)Nc1cccc2ccccc12 (stereo not given),2,-2,7%,17%,1%,6,0%,0.5%,11%,0,-8
N#CC1=C(N)Oc2ccc3ccc(O)cc3c2C1c1ccsc1 (stereo not given),-4,1,35%[activator],-3%,10%,-5,-18%,-0.2%,4%,-5,1
Cc1nn(Cc2c(F)c(F)c(F)c(F)c2F)c(C)c1NC(=O)c1nn(C)cc1Br,.,-26,.,0%,-2%,-3,-1%,-0.2%,5%,-1,-3
COc1ccc(C(=O)N[C@H](C(=O)Nc2nc3ccccc3[nH]2)C(C)C)cc1,1,-11,-27%,0%,-1%,-4,.,-0.1%,10%,0,6
Cc1cc(C)c([N+](=O)[O-])cc1-c1ccc(/C=N/c2c(-c3ccco3)nc3ccccn23)o1,-22,0,?,-1%,1%,-10,4%,-0.7%,-7%,-1,-5
O=C(Cn1cnc2c(cnn2-c2ccc(Cl)cc2)c1=O)NCC1CCCO1 (stereo not given),0,4,9%,1%,-2%,-3,2%,-0.1%,-2%,-6,8
O=C(NCCc1cccc(Cl)c1)c1cccs1,1,-26,-8%,-4%,4%,9,-2%,-0.2%,6%,?,-3
CC[C@]12c3[nH]c4cc(-c5ccco5)ccc4c3CCN1C(=O)[C@@H](CC(=O)NCc1ccc(OC)c(OC)c1)C[C@@H]2C(=O)N1CCN(C(=O)C2CC2)CC1,.,-4,.,.,4%,14,.,-0.3%,.,.,2
CC(Oc1ccc(C(=O)NCCc2ccccc2)cc1)C(=O)O (stereo not given),0,-11,-1%,-1%,2%,-12,-12%,0.2%,13%,0,-9
CCc1ccc(-n2c(=O)c3ccccc3n3c(=S)[nH]nc23)cc1,-3,10,-1%,-2%,3%,3,.,-0.3%,-3%,-2,6
Cc1ccc2c(c1)c1nc3ccccc3nc1n2CCN1CCOCC1,-12,-13,-13%,3%,2%,-5,-3%,-0.6%,-5%,26,4
Cc1ccc(O)c(C(=O)c2cnn(-c3ccccc3)c2)c1,2,-10,19%,-3%,1%,4,6%,-0.3%,0%,17,-9
CNC(=O)c1[nH]cnc1C(=O)Nc1ccc(C)cc1,-4,7,30%,-2%,0%,-11,-13%,-0.2%,-7%,4,-2
CCOc1ccc(-n2c(C)nc(O)c2N=Nc2ccccc2)cc1,2,-5,-6%,1%,-1%,0,0%,-0.4%,9%,4,4
CSc1nc(C)c2c(c1C#N)CCCC2,5,-3,-9%,-2%,2%,-5,-1%,-0.4%,-1%,0,-3
CCn1cc(C(=O)NCCCOC(C)C)c2cc(OC)c(OC)cc2c1=O,-21,-5,-24%,-2%,2%,21,2%,-0.1%,-1%,-3,9
COc1ccccc1C1CC(c2ccccc2)=NN1C(=O)c1ccccc1 (stereo not given),-1,-21,-7%,9%,-1%,18,.,12%,6%,?,-2
COCc1cc(Sc2ccc(Cl)cc2Cl)nc(-c2ccccc2)n1,0,8,14%,3%,3%,-19,5%,0.3%,-5%,0,10
O=C(CCc1c[nH]c2ccccc12)N1CCCCCCC1,.,10,.,-6%,0%,6,-1%,-0.3%,64%[activator],18,-4
Cc1c(CCC(=O)N2CCC(C(=O)NCCCCCC(=O)O)CC2)c(=O)oc2cc3oc4c(c3cc12)CCCC4,2,1,-4%,-7%,0%,41[activator],.,-0.3%,-3%,6,2
# More results.
SMILES,Coupling enz,KCNH2 3.1 inh,Menin MLL FP TR,GALK inhibitor,USP2a inh,Giardia killer,PKM2 act,B2AR arrestin,MLL CXXC-DNA inh,TRPV1 agonist,hERG WT inh
C=CC[n+]1cccc(-c2cc3ccc(C)cc3[nH]2)c1,2,27,-27%,2%,4%,4,.,-0.5%,4%,0,41
O=C(NN1C(=O)C2C(C1=O)C1C=CC2C12CC2)c1cccc(Cl)c1 (stereo not given),3,-15,9%,6%,1%,-9,-2%,-0.4%,3%,1,-2
COc1cccc(C(=O)O[C@@H]2[C@H](Cc3ccccc3)NS(=O)(=O)[C@H]3C[C@@H]4C=C[C@]23O4)c1,.,-7,.,.,-1%,5,.,-0.7%,.,-5,0
C/C(=N\NC(=O)c1cccc(S(=O)(=O)N2CCOCC2)c1)c1ccc(OCC(=O)N(C)C)cc1,.,1,.,.,0%,31[activator],.,0.0%,.,14,-3
Cc1ccc(S(=O)(=O)NNC(=O)c2ccc3ccccc3n2)cc1,0,-9,-11%,-5%,-2%,-1,-4%,-0.2%,19%,3,-11
Cc1ccc2nc(SCC(=O)N3CCN(c4ccccc4)CC3)nc(=O)n2c1,.,-4,.,.,2%,4,.,0.0%,.,3,6
O=c1oc2c(Cl)cc(Cl)cc2cc1-c1nnc(Nc2ccccc2F)s1,.,.,-8%,0%,-1%,.,3%,0.1%,27%,1,.
CC(C)(C)c1csc(NC(=O)CCc2ccccc2)n1,3,-5,31%[activator],-1%,-1%,1,5%,0.2%,7%,4,0
Cc1ccc(CS(=O)(=O)Cc2ccc(C(=O)NCCCN3CCOCC3)o2)cc1,4,2,0%,4%,2%,-8,-1%,0.6%,-6%,0,5
Cc1ccc(NC(=O)NC(=O)COc2ccc(Cl)cc2Cl)c(C)c1,-1,14,-5%,0%,5%,-18,-7%,-0.6%,-3%,0,-9
CN1CCN(C(=O)c2ccc3c(c2)NC(=O)C(C)(C)O3)CC1,1,19,10%,3%,-2%,8,-2%,-0.4%,3%,0,12
Cn1c(=S)n(CCC(=O)O)c2ccccc21,1,33,11%,-4%,14%,9,7%,-0.5%,-11%,1,11
C=CCn1ccc(O)c(Cc2ccc(Cl)cc2)c1=O,1,-9,23%,1%,1%,-30,.,0.2%,-3%,0,-2
Cc1cnc(NC(=O)CCN2C(=O)C3CCCCC3C2=O)s1 (stereo not given),-4,-7,-1%,1%,2%,19,-2%,-1.0%,-7%,1,2
CC(C)(C)C(=O)NCCN1C(=O)S/C(=C\c2ccc([N+](=O)[O-])cc2)C1=O,-1,0,-1%,0%,0%,-4,2%,-3.9%,10%,-1,.
O=C(O)C(c1ccccc1)N1C(=O)/C(=C\c2ccc(O)c(O)c2)SC1=S (stereo not given),0,5,?,.,-12%,2,.,-1.0%,90%[activator],6,1
Cn1c(C2CCCCC2)nc2cc(N)ccc21,0,3,-10%,4%,1%,-12,-1%,-0.8%,6%,-2,-15
COCc1c(C(=O)N/N=C\c2ccccn2)nnn1-c1nonc1N,2,13,-12%,-1%,2%,-2,1%,0.3%,-17%,4,-1
CCC(C)Sc1cc(-c2nc3cc(C)ccn3c2NC2CCCCC2)ccc1OC (stereo not given),.,-5,.,.,-5%,25,.,0.1%,.,.,38
CCOc1cc(/C=N/Nc2nc(N3CCCC3)nc(N3CCCC3)n2)ccc1O,1,-8,-15%,0%,-3%,13,?,-0.7%,11%,0,-6
Cc1sc(NC(=S)NC(=O)c2cccs2)nc1-c1ccc(C(C)C)cc1,-2,4,?,-1%,0%,1,-4%,0.1%,7%,1,-5
Cn1cc(CNC(=O)COc2ccc(Cl)cc2Cl)cn1,5,7,-5%,0%,-1%,10,5%,0.3%,2%,-2,-3
Cc1ccc2sc(NNC(=O)c3ccc4c(c3)OCCO4)nc2c1C,0,1,16%,.,-5%,-3,1%,-0.7%,1%,3,15
COc1ccc(/C=C/C(=O)Nc2sc3c(c2C(=O)NCc2cccnc2)CCCC3)cc1,-1,.,73%[activator],4%,2%,-6,2%,-0.8%,14%,0,-3
CCOC(=O)CSc1nc2ccccc2c(=O)n1CCC(=O)NCCc1ccc(OC)c(OC)c1,5,-18,2%,0%,4%,17,3%,0.2%,-1%,5,-3
O=C(NCC1CCCCC1)c1ccccc1[N+](=O)[O-],1,-11,-18%,0%,-1%,-6,2%[11.5 µM],-0.3%,3%,1,-3

# Source: PubChem BioAssay
